Bioassay records (PubChem BioAssay)
HT1080NT lethal – kills 2HG-producing HT-1080-NT fibrosarcoma cells; 360,000 compounds, 1.6% hits; HT-1080-NT fibrosarcoma viability, CellTiter-Glo ATP luminescence, 48 h; Potency, µM (highest dose often 46.1 µM), for the others: at the highest dose activity, negative = less viability, most hits filed as cytotoxic;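 note: NT is the 2HG producing partner of a matched IDH1 knockdown line; 0% = DMSO-treated cells and -100% = media-only wells without cells; nearly all actives have a fitted effect of over 55% in size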
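Viability by CellTiter-Glo luminescence after 48 h compound exposure at 37C of HT-1080-NT cells (750/well, RPMI, 5% FBS). % activity scaled between DMSO wells and medium-only wells, then curve-fitted and categorized by curve class.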
KB-3-1 tox – KB-3-1 parental cell cytotoxicity; Potency, µM (top dose mostly 46.1 µM), without a hit: at the highest dose activity change, negative = cytotoxic, hits mostly cytotoxic; KB-3-1 viability, CellTiter-Glo ATP luminescence, 72 h; 400,000 compounds, 1.4% hits; note: % is set by controls: 0 for no effect and ±100 for the full control effect; nearly all actives have a fitted effect of over 60% in size
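Here the drug-naive KB-3-1 line serves as comparator for MDR sub-line selectivity; cells received compound titrations, 72 h at 37 °C, then CellTiter-Glo readout.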
TDP43 rescue – inhibitors of TDP-43 toxicity in yeast; 410,000 compounds, 1.8% hits; Potency, µM (series often up to 46.1 µM), for inactives: top-dose growth rescue (activation), actives largely listed as activators; TDP-43 expressing yeast growth rescue, BacTiter-Glo, 24 h; note: % of control where 0% means no effect; nearly all actives have a fitted effect of over 50% in size
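Yeast expressing TDP-43 (pregrown in raffinose, seeded at OD600=0.02 in galactose medium) exposed to compounds 24 hr at 30 deg C. Growth read by BacTiter-Glo luminescence; rescue of toxicity appears as increased signal.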
HEK293 tox – cytotoxicity counter-screen for GLP-1 receptor inverse agonists. HEK293 cAMP-luciferase reporter cells, luminescence, 24 h. Potency, µM (series often up to 38.3 µM), inactives show top-dose activity change, negative = inhibition, hits mostly inhibitors. 410,000 compounds, 0.13% hits. AID 624418;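 note: loss of luciferase light is scored as toxicity; % is set by controls: 0 for no effect and ±100 for the full control effect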
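1536-well qHTS counterscreen of the MLSMR; 200 cells/uL, 12 h pre-incubation, 23 nL cpd, 24 h at 37 deg C 5% CO2, luciferase detection reagent, 12 min RT, luminescence. Inhibition = undesired.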
HT1080 IDH1KD tx – kills HT-1080 cells with IDH1 knockdown. HT-1080 IDH1 knockdown viability, ATP luminescence, 48 h. Potency, µM (series often up to 46.1 µM), without a hit: at the top dose activity, negative = toxicity, hits mostly cytotoxic. 360,000 compounds, 2% hits;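 note: 0% = DMSO wells and -100% = cell-free medium wells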
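% activity derives from luminescence (CellTiter-Glo), normalised to DMSO and no-cell wells. HT-1080-IDH1KD cells, 750/well, had 48 h compound exposure at 37 °C.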
GLP1R ag – activates the human GLP-1 receptor | P43220 | HEK293 GLP-1R CRE-luciferase, luminescence, 4-6 h; cells express a hypersensitive GLP-1R form | Potency, µM (series often up to 45.6 µM), for inactives: at the top dose activation, usual class: activators | 380,000 compounds, 0.007% hits | AID 624172; note: % of control where 0% means no effect
Target sequence (P43220 whole entry, looked up): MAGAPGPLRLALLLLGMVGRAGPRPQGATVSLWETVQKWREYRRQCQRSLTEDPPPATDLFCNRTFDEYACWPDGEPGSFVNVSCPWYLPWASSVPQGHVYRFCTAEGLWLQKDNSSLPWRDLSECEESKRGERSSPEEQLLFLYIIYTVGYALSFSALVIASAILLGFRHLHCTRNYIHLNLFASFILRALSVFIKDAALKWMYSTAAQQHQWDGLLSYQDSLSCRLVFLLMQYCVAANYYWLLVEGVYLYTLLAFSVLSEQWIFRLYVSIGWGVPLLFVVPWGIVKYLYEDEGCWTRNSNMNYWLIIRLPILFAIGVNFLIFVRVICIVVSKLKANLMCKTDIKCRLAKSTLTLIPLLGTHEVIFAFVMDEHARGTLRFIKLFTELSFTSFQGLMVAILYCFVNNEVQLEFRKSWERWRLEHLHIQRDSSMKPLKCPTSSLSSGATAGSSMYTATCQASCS
KB-V1 cytotox – kills drug-selected multidrug resistant KB-V1 cells. KB-V1 MDR cells viability, CellTiter-Glo, 72 h. Potency, µM (top dose mostly 46.1 µM), for the others: top-dose activity change, negative = cytotoxicity, actives largely listed as cytotoxic. 400,000 compounds, 3.4% hits; note: % is set by controls: 0 for no effect and ±100 for the full control effect; nearly all actives have a fitted effect of over 60% in size
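In this primary screen, KB-V1 cells overexpressing P-gp are incubated with library compounds (lowest to highest concentration) for 72 h at 37 degrees C before a luminescent ATP viability read.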
GLP1R inv ag – inverse agonists of human GLP-1 receptor | HEK293 GLP-1R CRE-luciferase, luminescence, 24 h; GLP-1R form is constitutively active | Potency, µM (highest dose often 38.3 µM), without a hit: at the highest dose activity change, negative = inhibition, actives largely listed as inhibitors | 410,000 compounds, 1.6% hits | AID 624417; note: % is set by controls: 0 for no effect and ±100 for the full control effect; nearly all actives have a fitted effect of over 55% in size
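Luminescence readout: a drop in cAMP-driven luciferase signal flags inverse agonism at a constitutively active GLP-1R stably expressed in HEK293. Compound exposure lasted 24 hr at 37 deg C, 5% CO2.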
SW480 rerep – inducers of DNA re-replication in SW480 colon cancer cells; 340,000 compounds, 1.8% hits; Potency, µM (series often up to 46.1 µM), for inactives: at the top dose re-replication activation, actives largely listed as activators; SW480 DNA re-replication, Hoechst DNA content imaging, 48 h; note: % of control where 0% means no effect; nearly all actives have a fitted effect of over 55% in size
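First, 250 cells per well were seeded. Next, compound or vehicle (23 nL) was pinned in, plates sat 48 hr at 37 C. Finally Hoechst was added for 40 min before fluorescence scanning.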
An asterisk follows results filed as active; ? = inconclusive; · = not tested or not shown; [ ] = remark or other dose. Calls come from the whole dose curve; as a rule, active = well fitted curve in the direction sought with a large enough effect; inconclusive = small, poorly fitted or top-dose-only effect, or another doubt; inactive = no such curve, though single readings can be large; an effect the other way counts as inactive or inconclusive. Potency is the fitted concentration of half-maximal effect.

SMILES	HT1080NT lethal	KB-3-1 tox	TDP43 rescue	HEK293 tox	HT1080 IDH1KD tx	GLP1R ag	KB-V1 cytotox	GLP1R inv ag	SW480 rerep
O=C(CNC(=O)c1ccco1)OCc1ccc(Br)cc1	10%	-1%	?	0%	10%	2%	10%	-5%	0%
O=C(COc1ccc2ccc(=O)oc2c1)NCc1ccccn1	10%	3%	21%	-5%	0%	28%	13%	2%	-6%
CCc1cccc2c1NC(=O)C2=O	1%	8%	-6%	0%	-3%	5%	-8%	9%	6%
COC(=O)C1CCN(Cc2nnc(-c3ccccc3)o2)CC1	4%	0%	-1%	-3%	0%	24%	11%	12%	-6%
O=C(NCCO)/C(=C\c1ccc(Br)cc1)NC(=O)c1cccs1	10%	5%	6%	6%	2%	4%	0%	4%	-3%
OC(c1cccc(Cl)c1)c1nc(-c2ccoc2)cs1 (centres undefined)	?	-7%	11%	8%	?	-3%	-2%	18%	·
Cc1ccc(C(=O)N(CC(=O)NC2CCCC2)c2ccc3c(c2)OCCO3)s1	3%	5%	6%	-36%	-1%	1%	-2%	-31%	-2%
COc1cccc(CN(C)CC(=O)Nc2ccccc2N2CCOCC2)c1OC	3%	9%	-3%	-13%	-2%	6%	?	-12%	2%
O=C(Nc1ccc(Cl)cc1)c1ccc(Br)cc1F	-16%	0%	-11%	3%	-7%	-13%	-18%	-26%	-3%
CC(C)[C@H](NC(=O)c1ccccc1)C(=O)OCC(=O)c1ccccc1F	2%	0%	7%	14%[7.66 µM]	19%	2%	-15%	4%[7.66 µM]	1%

Complete entries, quoted from the list. Values in the order: HT1080NT lethal	KB-3-1 tox	TDP43 rescue	HEK293 tox	HT1080 IDH1KD tx	GLP1R ag	KB-V1 cytotox	GLP1R inv ag	SW480 rerep
Results for O=C(Nc1ccc(Cl)cc1)c1ccc(Br)cc1F → -16%	0%	-11%	3%	-7%	-13%	-18%	-26%	-3%
Results for O=C(COc1ccc2ccc(=O)oc2c1)NCc1ccccn1 → 10%	3%	21%	-5%	0%	28%	13%	2%	-6%

Returning to the listing with the 7 entries that preceded the break.
SMILES	HT1080NT lethal	KB-3-1 tox	TDP43 rescue	HEK293 tox	HT1080 IDH1KD tx	GLP1R ag	KB-V1 cytotox	GLP1R inv ag	SW480 rerep
COC(=O)C1CCN(Cc2nnc(-c3ccccc3)o2)CC1	4%	0%	-1%	-3%	0%	24%	11%	12%	-6%
O=C(NCCO)/C(=C\c1ccc(Br)cc1)NC(=O)c1cccs1	10%	5%	6%	6%	2%	4%	0%	4%	-3%
OC(c1cccc(Cl)c1)c1nc(-c2ccoc2)cs1 (centres undefined)	?	-7%	11%	8%	?	-3%	-2%	18%	·
Cc1ccc(C(=O)N(CC(=O)NC2CCCC2)c2ccc3c(c2)OCCO3)s1	3%	5%	6%	-36%	-1%	1%	-2%	-31%	-2%
COc1cccc(CN(C)CC(=O)Nc2ccccc2N2CCOCC2)c1OC	3%	9%	-3%	-13%	-2%	6%	?	-12%	2%
O=C(Nc1ccc(Cl)cc1)c1ccc(Br)cc1F	-16%	0%	-11%	3%	-7%	-13%	-18%	-26%	-3%
CC(C)[C@H](NC(=O)c1ccccc1)C(=O)OCC(=O)c1ccccc1F	2%	0%	7%	14%[7.66 µM]	19%	2%	-15%	4%[7.66 µM]	1%
CCCCOc1ccc(N(CC(=O)NC2CCCCC2)C(=O)CCC(=O)Nc2ccccn2)cc1	3%	0%	23%	-5%	0%	3%	-18%	0%	-5%
O=C(Cn1ncc2c([nH]c3ccccc32)c1=O)N1CCN(c2ccccn2)CC1	1%	7%	11%	-6%	12%	5%	-3%	-31%	-22%
CCOC(=O)c1[nH]c2c(c1C)C(=O)CC(c1ccc(OC)c(OC)c1)C2 (centres undefined)	2%	17%	19%	1%	3%	1%	12%	-1%	-5%
COc1ccc(Cc2nnc(SC)[nH]c2=O)cc1OC	9%	11%	7%	-10%	1%	1%	-1%	11%	-5%
CC1CC(C)(C)NC(=S)N1CCC(=O)N1CCc2ccccc2C1 (centres undefined)	-8%	10%	3%	8%[7.66 µM]	7%	1%	?	33%[activator][7.66 µM]	-3%
Cc1ccc(C(=O)Nc2ccncc2)c(C)c1	7%	-6%	-7%	-2%	10%	0%	-11%	8%	-3%
CC1=C(C(=O)N2CCOCC2)C(c2cccc3ccccc23)NC(=S)N1 (centres undefined)	15%	15%	-22%	7%	26%	0%	0%	0%	1%
FC(F)(F)c1cc(-c2ccccc2)nc2cc(-c3ccc(Br)cc3)nn12	·	7%	7%	-2%	·	0%	3%	-1%	·
COc1ccc(CCNc2nc(C)nc3c2nnn3Cc2ccccc2)cc1	15%	14%	9%	1%	-3%	8%	14%	6%	2%
C/C(NC1CCCCC1)=C(/C#N)C(=O)NCCN1CCOCC1	13%	-2%	-4%	2%	10%	18%	-11%	1%	-2%
COCCCNC(=O)N1CCN(c2nnc(C)c3c(C)n(-c4ccc(Cl)cc4)nc23)CC1	·	6%	11%	-6%	·	·	29%	6%	·
O=C(O)c1ccc(/C=C2\SC(=Nc3ccccc3)N(c3ccccc3)C2=O)cc1	3%	1%	5%	1%	4%	16%	-10%	66%[activator]	2%
CC#CCCCC(=O)Nc1ccccc1C(=O)O	0%	17%	5%	6%	-13%	-15%	4%	7%	-13%
Cc1ccc(NC(=O)Cn2cnc3c2c(=O)n(C)c(=O)n3C)cc1C	·	15%	9%	-6%	·	·	2%	7%	·
CC(C)S(=O)(=O)C1=NSC2=NC(=O)/C(=C\c3ccc(OC(=O)c4ccco4)cc3)C(=N)N21	9%	-1%	8%	5%	1%	-8%	14%	21%	-16%
Cc1ccc(N(Cc2ccccc2O)C(=O)c2ccccc2F)cc1	9%	-3%	21%	-3%	-3%	12%	0%	?	22%
COc1ccc(-c2nc3ccccc3o2)cc1NC(=O)C(C)(C)Oc1ccc(Br)cc1	·	-17%	-6%	-13%	·	14%	?	5%	·
COc1ccc(-c2nc3scc(CCNC(=O)c4cccc(Br)c4)n3n2)cc1	·	-9%	?	-11%	·	·	-21%	-25%	·
COc1ccc(-c2nc(=S)c3ccc4ccccc4c3[nH]2)cc1	1%	-5%	8%	-7%	6%	1%	-1%	-10%	-5%
CC1Cc2ccccc2N1C(=O)C1CCCN(S(=O)(=O)c2cccc3nsnc23)C1 (centres undefined)	-11%	-6%	?	-24%	-29%	8%	-12%	?	2%
O=C(O)C1=C[C@@H](C2CCCCC2)C[C@@H](OCc2ccc(CO)cc2)O1	15%	-4%	6%	21%	0%	-4%	-17%	14%	-1%
NC(=O)NC(=O)CSc1ccccc1	3%	-5%	-6%	2%	8%	4%	-5%	8%	0%
CCOc1cc(OCC)cc(C(=O)N2CCC[C@@H]2C(=O)N2CCC[C@H]2C(=O)NCc2ccncc2)c1	10%	14%	19%	-5%	1%	23%	20%	17%	·
CCc1c(C)sc(NC(=S)N2CCN(C(=O)C3CCCO3)CC2)c1C(=O)OC (centres undefined)	2%	16%	?	3%	9%	3%	-8%	7%	-15%
CCN(CCCNC(=O)c1cc(Nc2ccc(OC)cc2OC)nc2ccccc12)c1cccc(C)c1	·	-20%	17%	126%[activator]	·	·	-20%	?	·
Cn1c(SCC(=O)Nc2ccc(C(N)=O)cc2)nc2c(c1=O)SCC2	2%	1%	-7%	3%	8%	-4%	-4%	3%	-3%
CSc1nsc(SCC(=O)Nc2ccc(NC(C)=O)cc2)n1	3%	-11%	-6%	-9%	4%	15%	22%	18%	2%
COc1ccccc1CN1CC(C(=O)NCc2ccc(SC)cc2)CCC1=O (centres undefined)	10%	0%	-3%	9%	3%	-11%	?	-1%	-9%
CCCCCCOc1ccc(/C=c2\s/c(=C(/C#N)C(=O)NCc3ccco3)n(-c3ccccc3)c2=O)cc1	10%	-5%	12%	-2%	-8%	-1%	11%	1%	?
CC(C)(C)C(=O)NCCc1nc2ccccc2n1CC(=O)c1ccc(Cl)cc1	0%	0%	-21%	-6%	1%	2%	-6%	?	7%
Cn1c(Cn2c(=O)sc3ccccc32)nnc1SCc1ccccc1F	-8%	0%	-2%	-20%	-2%	6%	-19%	-18%	11%
O=C(NCc1ccccc1)NC1CC2CCC(C1)N2Cc1ccco1 (centres undefined)	8%	0%	-18%	-6%	10%	-7%	13%	-6%	-5%
